Mito fusion act = blocks mitochondrial division or promotes mitochondrial fusion; S. cerevisiae fusion-defective mutant growth rescue, CellTiterGlo 48 h; Potency, µM (doses to about 46.1 µM), without a hit: at the highest dose growth rescue (activation), actives largely listed as activators; hit rate 0.23% among 320,000; AID 485298;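 note: potency is the fitted concentration of half-maximal effect; % of control where 0% means no effect; nearly all actives have a fitted effect of over 45% in size; temperature-sensitive fusion mutants such as fzo1-1 at 37 °C on non-fermentable ethanol glycerol medium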
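Growth-rescue viability read-out: after 48 h at the non-permissive 37C in glycerol/ethanol YPEG, yeast mitochondrial fusion mutants are measured by CellTiterGlo luminescence; compounds (23 nl pinned per well) restoring growth score as division inhibitors or fusion activators.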
ELG1 repair inh = inhibitors of ELG1-dependent DNA repair in HEK293T cells. HEK293T ELG1-luciferase reporter, luminescence, 16 h; DNA damage induced by 5-fluorouridine. Potency, µM (titrated, usually from 46.1 µM), for inactives: at the highest dose activity change, negative = inhibition, usual class: inhibitors. hit rate 2.3% among 330,000; note: potency is the fitted concentration of half-maximal effect; % is set by controls: 0 for no effect and ±100 for the full control effect; nearly all actives have a fitted effect of over 55% in size
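Reporter activity after DNA damage by 5-fluorouridine is monitored. Compound-treated cells incubate 16 hr at 37 °C, then ONE-Glo is added for 30 min before luminescence reading.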
NPC1 promoter act = activates the NPC1 promoter | Potency, µM (series often up to 9.22 µM), for inactives: at the top dose activation, hits mostly activators | AID 485313 | hit rate 2.4% among 320,000 | Huh7 NPC1 promoter luciferase reporter, 24 h;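 note: potency is the fitted concentration of half-maximal effect; % of control where 0% means no effect; nearly all actives have a fitted effect of over 60% in size; reporter is driven by a mutant NPC1 promoter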
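Stably transfected Huh7 (NPC1 promoter→luciferase), 1500 cells/well in Opti-MEM + 10% FBS, 2 h settle, then compound 24 h at 37 °C. Luminescence after 10 min with Amplite reagent.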
Menin MLL FP TR = displaces Texas Red mutant MLL peptide from human menin; O00255; Menin + Texas Red MLL mutant peptide, fluorescence polarization; Potency, µM (highest dose often 61.6 µM), for inactives: at the top dose FP activity change, negative = inhibition, most hits filed as inhibitors; hit rate 0.23% among 270,000; active = well fitted inhibition curve with a large enough effect in the polarisation, with a control signal flat, not every such curve was filed as active; inconclusive = small, poorly fitted or top-dose-only effect, or effect the other way, or a change in a side signal; inactive = no such curve, though single readings can be large or run the other way; the % refers to the polarisation; note: potency is the fitted concentration of half-maximal effect; % of control where 0% means no effect; many of its hits are not listed in these tables
FLuc counter = inhibits or activates purified firefly luciferase, miR-21 counter-screen; hit rate 6.9% among 360,000; P08659; Potency, µM (series often up to 57.5 µM), for the others: top-dose activity change, negative = inhibition, actives largely listed as inhibitors; purified FLuc, Km substrates, luminescence inhibition; AID 588342;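 note: potency is the fitted concentration of half-maximal effect; plate controls were vehicle for no effect and reference inhibitor for full effect; nearly all actives have a fitted effect of over 55% in size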
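Purified P. pyralis luciferase, 10 nM final, with Km-level 10 uM D-luciferin and 10 uM ATP in 50 mM Tris acetate pH 7.5, 10 mM Mg acetate, 0.01% Tween-20, 0.05% BSA; 6-point qHTS titration about 60 µM downward; luminescence read.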
RORgamma inh = inhibitors of mouse ROR gamma transcriptional activity | Potency, µM (titrated, usually from 53.6 µM), without a hit: at the highest dose activity change, negative = inhibition, hits mostly inhibitors | Drosophila S2 Gal4-RORgamma UAS-luciferase reporter, 20 h | hit rate 5.4% among 310,000 | P51450; note: potency is the fitted concentration of half-maximal effect; % is set by controls: 0 for no effect and ±100 for the full control effect; nearly all actives have a fitted effect of over 60% in size
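In this cell-based reporter format, copper sulfate (700 uM final) drives Gal4–ROR gamma fusion expression from a metallothionein promoter in Drosophila Schneider cells; compounds preincubated 1 hr, reporter read after 20 hr at ambient temperature.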
MBNL1 CUG block = inhibitors of human MBNL1 binding to CUG repeat RNA. Q9NR56. TR-FRET MBNL1-His/biotin-(CUG)12 binding, 665/545 ratio. Potency, µM (highest dose often 57.5 µM), for inactives: at the highest dose activity change, negative = inhibition, hits mostly inhibitors. hit rate 0.036% among 280,000. AID 2675; active = well fitted inhibition curve with a large enough effect in the signal ratio, with a control signal flat, not every such curve was filed as active; inconclusive = small, poorly fitted or top-dose-only effect, or effect the other way, or a change in a side signal; inactive = no such curve, though single readings can be large or run the other way; the % refers to the signal ratio; note: potency is the fitted concentration of half-maximal effect; % is set by controls: 0 for no effect and ±100 for the full control effect
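Compound titration spanned 92 nM–58 uM against the MBNL1-His/biotin-(CUG)12 complex. After 60 min at room temperature with 5 nM streptavidin-XL665 and 0.055 ng/ul terbium anti-His, ratiometric 665/545 nm emission (Ex 340 nm) normalized to controls.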
Rab9 promoter act = activates the Rab9 promoter; Huh7 Rab9 promoter-luciferase reporter, luminescence, 24 h; Potency, µM (highest dose often 9.22 µM), without a hit: at the top dose activation, negative = inhibition, actives largely listed as activators; hit rate 2.8% among 320,000; AID 485297; note: potency is the fitted concentration of half-maximal effect; % of control where 0% means no effect; nearly all actives have a fitted effect of over 60% in size
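Using Huh7 cells stably transfected with Rab9 promoter–luciferase, compounds were incubated 24 h at 37 °C, 5% CO2; luciferase luminescence was read 10 min after reagent addition.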
PKM2 activator = PKM2 (human) enzyme activation; P14618; purified PKM2, Kinase-Glo ATP luminescence, activation; response scale: 0% is enzyme alone, no compound; Potency, µM (highest dose often 57.5 µM), without a hit: top-dose activation, hits mostly activators; hit rate 0.34% among 260,000; note: potency is the fitted concentration of half-maximal effect; % is set by controls: 0 for no effect and ±100 for the full control effect; nearly all actives have a fitted effect of over 55% in size
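ATP formation by purified human PK-M2, quantified via coupled luciferase luminescence after 1 h at room temperature with 0.1 mM ADP and 0.5 mM PEP final.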
Gal4-VP16 FLuc = counter-screen for ROR gamma inhibitors: Gal4-VP16 reporter | Drosophila S2 Gal4-VP16 UAS-luciferase, luminescence, 20 h | Potency, µM (titrated, usually from 53.6 µM), inactives show at the highest dose activity, negative = inhibition, actives largely listed as inhibitors | hit rate 3.5% among 310,000 | AID 2546;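 note: Gal4-VP16 expression switched on by copper sulfate through the metallothionein promoter; potency is the fitted concentration of half-maximal effect; % is set by controls: 0 for no effect and ±100 for the full control effect; nearly all actives have a fitted effect of over 50% in size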
KCNH2 3.1 block = KCNH2 3.1 (human) potassium channel inhibition. U2OS KCNH2 3.1, thallium flux FluxOr; hits give low values. activity change, % (tested at about 1.8 µM). AID 720553. hit rate 0.95% among 340,000;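 active = maximum activity change below -70%; inconclusive = maximum activity change from -70% to -50%; inactive = maximum activity change above -50%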;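 note: thallium influx rate constant from kinetic fluorescence after stimulation buffer; % is set by controls: 0 for no effect and ±100 for the full control effect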
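Steps: virus added to U2OS suspension (4 h, RT, dark); medium with 10% FBS added, cells plated, 37 C overnight; FluxOr/Red40 loading buffer 45 min RT; stimulation buffer, 2 min kinetic read; rate constant normalized.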
Numbers without * were called inactive; ? = inconclusive; · = no result given; [ ] = another dose, or the depositor's remark. Unless noted, calls come from the whole dose curve; as a rule, active = well fitted curve in the direction sought with a large enough effect; inconclusive = small, poorly fitted or top-dose-only effect, or another doubt; inactive = no such curve, though single readings can be large; an effect the other way counts as inactive or inconclusive. A portion of the library. The share of hits here may be higher or lower than overall.

SMILES	Mito fusion act	ELG1 repair inh	NPC1 promoter act	Menin MLL FP TR	FLuc counter	RORgamma inh	MBNL1 CUG block	Rab9 promoter act	PKM2 activator	Gal4-VP16 FLuc	KCNH2 3.1 block
CCOC(=O)CNc1c(-c2ccccc2)nc2ccc(Cl)cn12	-7%	?	28%	-1%	9.5µM*	?	8%	23%	6%	?	-7
CCN1CCN(C(=O)C(NS(=O)(=O)c2ccc3nc(C)sc3c2)C(C)C)CC1 (stereo unspecified)	-3%	-6%	0%	-7%[11.7 µM]	8%	-24%	-4%	-3%	-5%	-1%	11
NS(=O)(=O)OCC1CCCCC1	0%	-10%	-1%	-17%	3%	-37%	-2%	0%	6%	-3%	6
Cc1ccc(S(=O)(=O)N2CCN(C(=O)CCc3nc4ccccc4c(=O)[nH]3)CC2)c(C)c1	0%	-10%	-7%	·	5%	·	·	-3%	·	·	-13
CCCCN=C1N/C(=C\c2ccco2)C(=O)N1c1ccccc1	-4%	?	2%	-13%	1%	-13%	12%	0%	3%	13%	12
COc1cccc(Cn2c(N)c(C#N)c3nc4ccccc4nc32)c1OC	5%	-9%	-19%	-13%	3%	-25%	8%	4%	-4%	-25%	24
CN(CCO)C(=O)c1ccc(-c2nn(C)c(=O)c3ccccc23)cc1	-1%	14%	-6%	-3%	-3%	-26%	-4%	-6%	-1%	-3%	-6
COc1ccc(S(=O)(=O)N2CC=C(C(=O)NC3CCCC3)CC2)cc1	0%	2%	1%	·	4%	11%	-4%	-2%	·	-1%	13
CCc1nc2c(s1)CCc1onc(-c3ccc(Cl)cc3)c1-2	6%	7%	-3%	·	0%	·	·	-4%	·	·	-14
O=C(COC(=O)c1cccc(S(=O)(=O)NCc2ccccc2)c1)Nc1ccccc1OC(F)F	1%	-15%	-2%	10%	5%	-13%	0%	-12%	7%	2%	-6
C=CCOn1c(-n2nc(C)cc2C)nc2ccccc2c1=O	8%	-8%	-3%	12%	-4%	?	6%	0%	·	-13%	17
O=c1cc(-c2ccccc2)oc2ccc(O)cc12	6%	?	2.8µM*	·	9.5µM*	-11%	·	4µM*	-4%	-3%	7
COc1ccc(CCNc2oc(COc3ccccc3)nc2C#N)cc1	6%	12%	3%	37%[activator]	-14%	19%	-6%	7%	-3%	2%	12
CCc1nnc(NC(=O)c2ccc(S(=O)(=O)N(CCOC)CCOC)cc2)o1	0%	3%	-5%	3%	0%	2.2µM*	-1%	-4%	-5%	6.3µM*	-6
O=C(CSc1nc2ccccc2[nH]1)Nc1nc(-c2ccc(Br)cc2)cs1	1%	?	1%	?	1%	?	-2%	3%	3%	-23%	-35
COc1cc(OC)cc(C(=O)N(Cc2cc3cc(C)ccc3[nH]c2=O)C(C)C)c1	3%	?	0%	?	6%	-8%	4%	-3%	11%	?	-1
CC(C)COc1ccc(C(=O)Nc2scc(-c3ccc(Cl)cc3Cl)c2C(N)=O)cc1	-14%	-13%	-5%	-1%	2%	45%	4%	-14%	0%	-6%	-10
Cc1ccc(NC(=O)COC(=O)CSC(=S)N2CCOCC2)cc1	5%	?	-1%	-3%	-15%	4%	-4%	2%	3%	-10%	2
O=C(COC(=O)C(Cc1ccccc1)NC(=O)c1ccc(Cl)cc1)c1ccc(Cl)cc1 (stereo unspecified)	4%	12%	-4%	5%	?	?	·	-2%	-1%	29%	-44
Cc1ccc(N=Nc2c(N)n(-c3ccccc3)[nH]c2=O)cc1	0%	?	?	·	4.8µM*	-19%	?	?	1%	?	3
O=C(Nc1nc2ccc([N+](=O)[O-])cc2s1)C1CCCO1 (stereo unspecified)	-1%	?	?	26%	15µM*	9%	?	2.2µM*	5%	9%	10
COc1ccc(OC)c(CNC(=O)C2CCCN(c3ncnc4c3nc3n4CCCCC3)C2)c1 (stereo unspecified)	-1%	?	1%	-18%	-6%	-7%	-4%	-3%	·	14%	-15
Cc1[nH]c(=O)[nH]c1CN1CCCCC1	-3%	11%	0%	-5%	0%	-8%	2%	10%	-5%	3%	·
COc1ccc(CN=C(Nc2ccccc2)SC2CC(=O)N(C)C2=O)cc1 (stereo unspecified)	6%	-1%	0%	0%	0%	44%	20%[11.5 µM]	0%	-5%	-4%	-1
N#C/C(=C\C=C\c1ccccc1)c1nc(-c2ccc(Cl)cc2)cs1	0%	0%	-8%	?	4%	-1%	5%	-6%	-8%	-2%	3
COc1ccccc1/C=C/CN1CCNC(=O)C1CC(=O)NCCc1cnccn1 (stereo unspecified)	0%	-4%	-5%	·	4%	-24%	4%	4%	-6%	5%	·
CC(/C=C/c1ccc2c(c1)OCO2)=N/NC(=O)c1ccncc1	1%	3%	1%	·	-13%	5.6µM*	?	3%	-3%	18µM*	12
COc1cc(C(=O)NCc2nnc(SCC(=O)Nc3nc4ccccc4s3)o2)cc(OC)c1OC	7%	?	5%	-2%	-14%	0%	·	5%	-18%	-9%	-5
CCC(C)(C)C(=O)O[C@H]1C[C@@H](C)C=C2C=C[C@H](C)[C@H](CC[C@@H]3C[C@@H](O)CC(=O)O3)[C@H]21	-10%	-3%	2%	-7%	1%	17%	-5%	-3%	1%	-12%	-7
N#Cc1ccc(CN2CCN(C(=O)CC(NC(=O)c3ccccc3)c3ccccc3)CC2)cc1 (stereo unspecified)	7%	11%	-4%	·	-1%	?	-7%	-4%	·	-1%	-24
COc1ccc2ccccc2c1/C=N/NC(=O)CC1(C)OCCCO1	4%	-21%	-2%	-1%	-5%	3%	?	-5%	-15%	-7%	2
C/C(=N\Nc1ccc([N+](=O)[O-])cc1[N+](=O)[O-])c1cc2c(ccc3ccccc32)oc1=O	-15%	10%	6%	1%	2%	-19%	8%	2%	-12%	-4%	·
CCOC(=O)c1sc2ncnc(NCc3ccco3)c2c1C	-2%	?	6%	6%	2%	7.9µM*	51%[activator]	-1%	3%	11µM*	22

Bioassay records: PubChem BioAssay, National Center for Advancing Translational Sciences (NCATS)
